Screening results from PubChem.
ULK1 inh – ULK1 kinase inhibitors, primary screen, biochemical, AlphaScreen; 1.9% of 30,000 active; Serine/threonine-protein kinase ULK1 (Homo sapiens), O75385; AlphaScreen Atg13 phosphorylation by ULK1, luminescence; inhibition, % at 5.96 µM; in the data active means inhibition above about 43%;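 further: 0% = median of compound wells and 100% = no enzyme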
ASK1 primary – ASK1 kinase inhibitors, primary screen, biochemical, AlphaScreen. Mitogen-activated protein kinase kinase kinase 5 (Homo sapiens), Q99683. AlphaScreen MKK6 phosphorylation by ASK1, luminescence. inhibition, % at 7.44 µM. 0.99% of 22,000 active. AID 1159602, 2016; in the data active means inhibition above about 35%;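 further: 0% = median of compound wells and 100% = no enzyme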
Target sequence (Q99683 whole entry, looked up): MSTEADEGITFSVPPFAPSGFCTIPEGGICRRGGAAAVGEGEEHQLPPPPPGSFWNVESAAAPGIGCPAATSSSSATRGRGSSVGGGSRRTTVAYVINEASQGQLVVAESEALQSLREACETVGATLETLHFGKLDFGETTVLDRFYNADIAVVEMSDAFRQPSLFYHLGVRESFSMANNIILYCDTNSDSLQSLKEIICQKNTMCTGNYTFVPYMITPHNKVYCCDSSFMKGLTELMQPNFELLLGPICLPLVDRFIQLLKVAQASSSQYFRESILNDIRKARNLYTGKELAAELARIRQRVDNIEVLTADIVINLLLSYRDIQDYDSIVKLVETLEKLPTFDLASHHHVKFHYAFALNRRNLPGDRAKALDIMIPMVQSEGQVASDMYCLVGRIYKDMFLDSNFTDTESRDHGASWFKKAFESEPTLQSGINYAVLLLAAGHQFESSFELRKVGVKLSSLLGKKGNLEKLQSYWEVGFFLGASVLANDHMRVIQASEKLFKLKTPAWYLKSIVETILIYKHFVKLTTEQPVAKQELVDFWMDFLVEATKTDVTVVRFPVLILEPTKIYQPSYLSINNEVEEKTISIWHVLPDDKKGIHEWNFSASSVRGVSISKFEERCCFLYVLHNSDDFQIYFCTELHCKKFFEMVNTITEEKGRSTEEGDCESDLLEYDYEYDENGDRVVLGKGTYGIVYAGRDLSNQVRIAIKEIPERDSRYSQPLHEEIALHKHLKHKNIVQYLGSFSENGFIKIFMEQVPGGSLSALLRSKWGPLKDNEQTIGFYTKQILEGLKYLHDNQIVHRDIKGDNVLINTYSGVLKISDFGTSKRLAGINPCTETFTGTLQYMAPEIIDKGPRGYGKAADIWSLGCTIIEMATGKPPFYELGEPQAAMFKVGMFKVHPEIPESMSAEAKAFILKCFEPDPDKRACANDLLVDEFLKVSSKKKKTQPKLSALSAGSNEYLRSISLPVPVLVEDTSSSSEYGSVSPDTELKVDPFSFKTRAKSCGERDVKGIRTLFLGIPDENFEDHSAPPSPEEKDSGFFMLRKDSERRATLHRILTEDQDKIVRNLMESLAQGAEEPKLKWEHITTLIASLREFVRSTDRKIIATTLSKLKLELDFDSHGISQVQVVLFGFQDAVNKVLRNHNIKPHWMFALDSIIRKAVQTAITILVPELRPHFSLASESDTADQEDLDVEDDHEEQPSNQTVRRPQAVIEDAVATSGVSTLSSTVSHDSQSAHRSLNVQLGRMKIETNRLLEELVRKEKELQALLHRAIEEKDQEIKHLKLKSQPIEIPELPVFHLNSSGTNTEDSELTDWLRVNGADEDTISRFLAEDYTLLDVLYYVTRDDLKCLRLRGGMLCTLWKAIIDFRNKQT
An asterisk follows results filed as active; . = not tested or not shown.

canonical_smiles	ULK1 inh	ASK1 primary
Cc1noc(C)c1-c1cc(NCCO)nc(N)n1	-0.1	-15.5
COc1cccc(CNS(=O)(=O)c2ccc(-c3ncnc4[nH]ccc34)cc2F)c1	24.3	-7.4
CNS(=O)(=O)Cc1ccc(Nc2nccc(-c3cccc(CS(C)(=O)=O)c3)n2)cc1	8.9	6.9
COc1ccc(Cl)cc1NC(=O)c1sc2nc(-c3ccc(F)cc3)cn2c1C	-17.1	.
COc1ccc(CCNc2nc(-c3ccc(N4CCOCC4)nc3)ncc2C)cc1	-5.9	12.0
Cc1cnc(Nc2ccnn2C)nc1NCCCN1CCCC1=O	1.1	3.6
COc1cc2nc(-c3c(C)nn(C)c3C)nc(Nc3ccc(Oc4ccccc4)cc3)c2cc1OC	-15.9	-2.2
CCCC(CCC)C(=O)O	7.0	.
CC(=O)Nc1ccc(NC(=O)c2cccc(-c3ccc4[nH]ccc4c3)n2)cc1	2.1	10.9
CCNc1cc(C)nc(N2CCN(C(=O)Nc3ccc(Cl)cc3)CC2)n1	-4.7	.
CN(C)CCCC1(O)c2ccccc2Sc2ccc(Cl)cc21 (centres undefined)	7.6	.
COc1cc(Nc2nc(N3CCc4ccccc4C3)nc3c2ncn3CCN2CCCC2=O)cc(OC)c1OC	-26.8	16.5
CCCNC(=O)c1cnc(Nc2ccc(N3CCOCC3)cc2)s1	6.9	-16.2
O=C(NCCN1CCOCC1)c1cnc(N2CCc3ccccc3C2)s1	1.9	1.4
COc1ccc(CCNc2ncnc3c2nc(Nc2ccncn2)n3C(C)C)cc1	9.0	-0.6
Cc1nn(C)c(C)c1-c1nc(Nc2ccc(N3CCOCC3)cc2)c2ncn(-c3ccccc3)c2n1	4.1	20.2
CN1CCN(C(=O)c2ccc(-c3nc(C(=O)NCc4nc5ccccc5[nH]4)cs3)cc2)CC1	-11.2	-3.6
CC(C)n1cnc2c(NCc3ccccc3)nc(N3CCN(Cc4ccc5c(c4)OCO5)CC3)nc21	-26.8	21.6
Nc1nc(Nc2ccc(-n3ccnc3)cc2)nc2c1ncn2CCN1CCCC1=O	12.8	-13.9
O=C(Cc1cn(-c2ccc(N3CCC(N4CCOCC4)CC3)nn2)c2ccccc12)NC1CCN(Cc2ccccc2)CC1	9.6	5.6
CC(=O)Nc1ccc(NC(=O)c2csc(Nc3ccc(-n4ccnc4)cc3)n2)cc1	21.9	-1.1
COc1ccc(C2C(=O)c3ccccc3C2=O)cc1	6.8	.
COc1ccc(CCNc2nc(Cl)nc3cc(OC)c(OC)cc23)cc1	0.1	-13.1
Cc1[nH]c2cc([N+](=O)[O-])ccc2c1/C=N/Nc1ccc([N+](=O)[O-])cc1[N+](=O)[O-]	-10.4	.
N#C/C(=C/c1cc2c(cc1Cl)OCO2)C(=O)NCCc1c[nH]c2ccccc12	-3.1	.
CC(=O)Oc1cc(C(F)(F)F)ccc1C(=O)O	3.0	.
CC1CC(OC(=O)C(O)c2ccccc2)CC(C)(C)N1C (centres undefined)	-0.2	.
CC(C)N(CCNC(=O)Cc1cn(-c2ccc(N3CCCC3CO)nn2)c2ccccc12)C(C)C (centres undefined)	-2.0	-16.6
FC(F)(F)c1ccc(Cn2cnc3c(NCCOc4ccccc4)nc(-c4csc5ccccc45)nc32)cc1	7.4	30.3
c1ccc(Oc2ccc(Nc3nc(Nc4ncccn4)nc4nc[nH]c34)cc2)cc1	-0.1	12.4
C[C@@H](O)C(=O)N1CCC[C@@H]1C(=O)Nc1ccc2[nH]ncc2c1	32.5	1.1
Nc1nc(Nc2ccc3ncccc3c2)nc2c1ncn2-c1ccccc1	18.7	7.8
CC(=O)Nc1ccc(Nc2ncnc3c2nc(Nc2cccc(N(C)C)c2)n3C(C)C)cc1	24.8	20.1
NCCCC(=O)O	-1.5	.
Cn1cc(-c2ccccc2NC(=O)C(C)(C)C)cn1	-32.3	.
Nc1nc(Nc2ccccc2)nc2nc[nH]c12	17.1	8.1

Brought forward from above: 3 compounds; new compounds follow.
canonical_smiles	ULK1 inh	ASK1 primary
NCCCC(=O)O	-1.5	.
Cn1cc(-c2ccccc2NC(=O)C(C)(C)C)cn1	-32.3	.
Nc1nc(Nc2ccccc2)nc2nc[nH]c12	17.1	8.1
O=C(Cn1c(CO)cnc1SCC(=O)N1CCCc2ccccc21)NCc1ccc(Cl)cc1	-8.6	.
Cc1c([N+](=O)[O-])cc(S(=O)(=O)Nc2ccncc2)cc1[N+](=O)[O-]	4.5	.
c1ccc2c(c1)cnn2-c1ccnc(Nc2ccc(N3CCOCC3)cc2)c1	3.8	22.8
CCN(CC)C(=O)C1CCCN(c2cc(NC3CC3)nc(N)n2)C1 (centres undefined)	-33.2	-2.5
OCCNc1ccnc(-c2cccs2)n1	-1.4	-7.6
COc1ccc(CCNC(=O)c2cccc(NCc3ccc4c(c3)OCO4)n2)cc1	-11.6	-0.2
COc1cc(NC(=O)C2COc3ccccc3O2)ccc1-c1ccncc1 (centres undefined)	-5.3	-0.3
Cc1nc2cccc(C)n2c(=O)c1NC(=O)C(c1ccccc1)c1ccccc1	-1.0	.
CCOC(=O)C1CCN(c2nc(-c3ccncc3)nc3cnccc23)CC1	-2.5	-9.2
COc1ccc(-c2nc(NCc3cccnc3)c3ncn(CCN4CCCC4=O)c3n2)cn1	17.3	-10.5
Cc1ccc(-c2ncn(-c3ccc(Nc4nccc(-c5ccc(NS(C)(=O)=O)cc5)n4)cc3)n2)cn1	11.8	3.4
CN1CCN(CC/C=C2/c3ccccc3Sc3ccc(S(=O)(=O)N(C)C)cc32)CC1	19.3	.
N#C/C(=C\c1cccs1)C(=O)NCC1CCCO1 (centres undefined)	7.7	.
Cc1cnc(N2CCN(c3ccccn3)CC2)nc1NCCCN1CCCC1=O	5.4	8.8
O=C(NCc1nc(-c2ccncc2)n[nH]1)c1ccccc1-c1ccccc1	-5.6	-7.1
COc1ccc(-c2cnc(N3CCN(C)CC3)nc2)cc1	-3.3	.
Cc1csc(NC(=O)c2ccccc2S(=O)(=O)O)n1	-7.7	.
C=C(CC(NCc1ccccc1)c1ccccc1)C[Si](C)(C)C (centres undefined)	-0.7	4.6
COc1cc2nc(-c3ccc(C(N)=O)cc3)nc(Nc3ccccc3)c2cc1OC	-43.0	5.6
O=C(NCCN1CCOCC1)c1ccnc(-c2csc3ccccc23)c1	-2.2	1.0
Cn1c(Nc2ccc(N3CCC(C(=O)NC4CCN(Cc5ccccc5)CC4)CC3)nn2)nc2ccccc21	15.0	-36.4
Cc1cnc(-c2c(C)nn(C)c2C)nc1NCc1cccnc1	-2.7	-15.7
CN(C)CCOc1cc(-c2ccnc(N)n2)ccc1NC(=O)C1COc2ccc(Cl)cc2C1 (centres undefined)	-1.3	3.0
Cc1cnc(Nc2ccc3ncccc3c2)nc1NCc1cccc(C(F)(F)F)c1	-12.1	-3.2
CCN(CC)c1nc(N)nc(N2CCOCC2)n1	5.9	5.6
Cc1cc(NCCN(C(C)C)C(C)C)nc(Nc2nc3ccccc3n2C)n1	4.3	-4.6
CCCNc1nc(N2CCC(N3CCOCC3)CC2)nc2c1ncn2-c1ccsc1	-6.8	-3.1
CCCCCCCCCCCCCCCC(=O)OC/C=C(C)/C=C/C=C(C)/C=C/C1=C(C)CCCC1(C)C	-8.2	.
Cc1nc(Nc2ccccc2)cc(-c2ccccc2F)n1	-21.9	.
CC(=O)Nc1ccc(Nc2nc(Nc3ccncn3)nc3c2ncn3C(C)C)cc1	55.4*	4.4
O=C(NCc1nnnn1-c1ccc(F)cc1)NC1CCCCC1	-10.1	.
Cc1cccc(N(C)C(=S)Oc2ccc3ccccc3c2)c1	5.2	.
O=C(NCc1cccnc1)c1csc(Nc2ncccn2)n1	16.7	1.1
CCN(CC)C(=O)C1CCCN(c2cc(N)nc(N)n2)C1 (centres undefined)	4.0	5.8
c1ccc(Oc2ccc(Nc3nc(N4CCOCC4)nc4c3ncn4-c3ccsc3)cc2)cc1	2.4	23.8
COC(=O)CSc1nnc(-c2ccc(OC)c(OC)c2)n1-c1ccccc1	-6.9	.
CN(C)c1ccc(-c2cc(Nc3ccc(OCCN4CCCCC4)cc3)ncn2)cc1	7.1	-4.5
COc1cc(Nc2nc(Nc3ccc(N4CCOCC4)cc3)nc3nc[nH]c23)cc(OC)c1OC	20.2	7.7
CN1CCN(C(=O)c2ccc(-c3nc4ncnc(NCc5ccccc5)c4[nH]3)cc2)CC1	3.8	-21.8
NC(=O)c1cc2ccccc2o/c1=N\O	-1.8	.
CSc1nc(-c2ccccc2)nc2[nH]c(-c3ccccc3)cc(=O)c12	5.7	.
Cc1cnc(-c2ccc(C(N)=O)cc2)nc1NCCO	2.3	2.4
Oc1ccc(CCNc2ccnc(Nc3ccc(N4CCOCC4)cc3)n2)cc1	15.6	31.5
O=C1CCCN1CCCNc1nc(Nc2ncccn2)nc2c1ncn2-c1ccsc1	3.4	-9.1
CC(=O)c1nc(Nc2ccc(-n3cnc(C)n3)cc2)ncc1Cl	33.8	5.5
O=C(NC1CCN(Cc2ccccc2)CC1)c1cnc(NCCN2CCOCC2)s1	-3.4	-17.7
COc1cc(Nc2nc(N)c3ncn(C4CCCCC4)c3n2)cc(OC)c1OC	3.3	12.4
Cn1cc(-c2ccc3cnc(Nc4ccc(-n5cnc(N6CCOCC6)n5)cc4)nc3c2-c2cnn(C)c2)cn1	51.5*	-8.1

Filtered by structure, the entries above containing a cyano group.
canonical_smiles	ULK1 inh	ASK1 primary
N#C/C(=C/c1cc2c(cc1Cl)OCO2)C(=O)NCCc1c[nH]c2ccccc12	-3.1	.
N#C/C(=C\c1cccs1)C(=O)NCC1CCCO1 (centres undefined)	7.7	.

2 entries from above, with values ahead of the structure:
ULK1 inh,ASK1 primary,structure
2.4,23.8,c1ccc(Oc2ccc(Nc3nc(N4CCOCC4)nc4c3ncn4-c3ccsc3)cc2)cc1
-6.9,.,COC(=O)CSc1nnc(-c2ccc(OC)c(OC)c2)n1-c1ccccc1

New compounds follow
canonical_smiles	ULK1 inh	ASK1 primary
CC(C)CNC(C)c1ccc2c(c1)CC(c1nc3ccc(-c4ccnc(N)n4)cc3[nH]1)CO2 (centres undefined)	-0.2	9.2
Cc1ccc(-c2cnc(N3CCCCC3)nc2)cc1	-1.5	.
CCN(CC)C(=O)C1CCCN(c2nc3ccc(C(=O)Nc4ccc(Oc5ccccc5)cc4)cc3s2)C1 (centres undefined)	-2.1	6.7
c1ccc(OCCNc2nc(Nc3nccc4ccccc34)nc3c2ncn3-c2ccccc2)cc1	-6.9	-4.8
CC1(C)Cc2cccc(OCC(=O)NCc3ccccn3)c2O1	2.6	.
O=C(NCc1cccnc1)c1ccc2nc(N3CCOCC3)sc2c1	0.3	0.3
CC(=O)Nc1ccc(NC(=O)c2ccnc(Nc3ccccn3)c2)cc1	19.2	14.4
NC(C(=O)N1CCC(c2nc(-c3ccncc3)no2)C1)c1ccc(Br)cc1 (centres undefined)	-0.4	-12.5
Cc1ccc(Cl)c2sc(NCCN(C)C)nc12	-1.3	.
O=C1CCCN1CCn1cnc2c(NCCOc3ccccc3)nc(Nc3nccc4ccccc34)nc21	0.0	-9.5
CC(C[N+](C)(C)C)OC(N)=O (centres undefined)	-25.2	.
CN1CCN(c2ccc(-c3nc4ccc(C(=O)NCCCN5CCCC5=O)cc4s3)cc2)CC1	7.7	-0.8
COc1cc2nc(N3CCCC3CO)nc(NCc3nc4ccccc4[nH]3)c2cc1OC (centres undefined)	24.8	13.9
Cc1ccc(-c2cc(Nc3ccccc3C(N)=O)ccn2)cc1	1.2	12.4
C=CCOc1ccc(C(=O)NC(C)(C)CO)cc1	8.6	.
CC(=O)c1ccc(O)c(C(N)=O)c1	-1.9	.
O=C(Cc1cn(-c2ccc(N3CCCC3CO)nn2)c2ccccc12)NCc1ccccc1 (centres undefined)	5.2	-12.5
NC(=O)c1ccnc(N2CCCC2CO)c1 (centres undefined)	4.3	-0.5
CCc1ccccc1N1C(=O)CC(N2CCc3ccccc32)C1=O (centres undefined)	-0.4	.
COc1cc2nc(-c3ccc(C(N)=O)cc3)nc(N)c2cc1OC	-0.2	3.3
CCc1nc(-c2cc(OC)c(OC)c(OC)c2)no1	-13.4	.
CN(C)c1cccc(Nc2nccc(Nc3ccc(N4CCOCC4)cc3)n2)c1	7.0	20.7
CCN(CC)C(=O)C1CCCN(c2nc(NCc3nc4ccccc4[nH]3)c3ncn(-c4ccsc4)c3n2)C1 (centres undefined)	22.7	-5.8
CN1CCN(c2ccc(-c3nc4ccc(C(=O)NCCN5CCOCC5)cc4s3)cc2)CC1	6.3	-0.6
Cc1nc(C)n(-c2ccc(Nc3cc(-c4nn(Cc5ccccc5)cc4-c4ccccc4)ccn3)cc2)n1	-19.4	11.4
O=C(/C=C/c1ccco1)Nc1nccs1	18.8	.
O=C(Nc1nncs1)c1ccccc1F	-0.2	.
C/C(=N\O)C(=O)NCc1ccc[n+](C)c1	7.7	.
COc1cc2nc(-c3ccc(C(=O)N4CCN(C)CC4)cc3)nc(NCCN(C(C)C)C(C)C)c2cc1OC	1.4	0.7

Some of these compounds in order of their number in ULK1 inh, highest first:
smiles	ULK1 inh
Nc1nc(Nc2ccccc2)nc2nc[nH]c12	17.1
CC(C)N(CCNC(=O)Cc1cn(-c2ccc(N3CCCC3CO)nn2)c2ccccc12)C(C)C (centres undefined)	-2.0
CCOC(=O)C1CCN(c2nc(-c3ccncc3)nc3cnccc23)CC1	-2.5
Cc1csc(NC(=O)c2ccccc2S(=O)(=O)O)n1	-7.7
